# Source: PubChem
# Pf growth 96h = Primary qHTS for delayed death inhibitors of the malarial parasite plastid, 96 hour incubation. P. falciparum luciferase reporter growth, 96 h. hit rate 6.9% among 320,000. Potency, µM (doses to about 28.7 µM), for the others: top-dose activity change, negative = inhibition, usual class: inhibitors. AID 504834, 2011; further: potency means the concentration at half of the fitted maximal effect; on the % scale 0 is the no-effect control and ±100 the full control effect
#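 Parasite growth measured via integrated firefly luciferase reporter in P. falciparum. Infected erythrocytes at 2% hematocrit, 0.05% parasitemia final were treated 96 hours at 37 C under 5% CO2, and luminescence was read.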
# LmPK inhibitor = qHTS Assay for Inhibitors of Leishmania Mexicana Pyruvate Kinase (LmPK); Q27686; purified LmPK, Kinase-Glo ATP luminescence, 1 h; Potency, µM (top dose mostly 57.5 µM), without a hit: top-dose activity change, negative = inhibition, actives largely listed as inhibitors; hit rate 0.37% among 290,000; further: potency means the concentration at half of the fitted maximal effect; on the % scale 0 is the no-effect control and ±100 the full control effect
# Target sequence (Q27686 whole entry, looked up): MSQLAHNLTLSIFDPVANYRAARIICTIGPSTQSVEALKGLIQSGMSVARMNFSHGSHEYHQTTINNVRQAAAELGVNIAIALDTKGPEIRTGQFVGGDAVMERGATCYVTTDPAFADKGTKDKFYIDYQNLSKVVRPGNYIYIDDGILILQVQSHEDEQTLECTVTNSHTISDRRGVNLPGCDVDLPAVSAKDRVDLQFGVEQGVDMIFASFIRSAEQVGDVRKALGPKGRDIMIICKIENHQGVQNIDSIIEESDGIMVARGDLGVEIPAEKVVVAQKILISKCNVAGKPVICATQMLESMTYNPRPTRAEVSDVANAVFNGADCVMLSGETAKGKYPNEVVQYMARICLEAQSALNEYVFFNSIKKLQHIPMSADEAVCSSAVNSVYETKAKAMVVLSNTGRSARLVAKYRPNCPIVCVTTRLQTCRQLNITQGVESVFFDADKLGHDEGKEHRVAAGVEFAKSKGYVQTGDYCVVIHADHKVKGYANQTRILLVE
#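 Purified LmPK (0.1 nM) converted ADP (0.1 mM) to ATP with PEP (0.5 mM) in imidazole buffer pH 7.2 with KCl and MgCl2, 1 h at room temperature. ATP was read by Kinase-Glo luminescence; data normalized to uninhibited and no-enzyme controls.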
# TbPYK inhibitor = qHTS of Trypanosoma Brucei Inhibitors | Potency, µM (highest dose often 76.8 µM), for inactives: at the top dose activity, negative = inhibition, most hits filed as inhibitors | AID 624173, 2012 | hit rate 0.12% among 410,000 | TbPYK enzyme, Kinase-Glo Plus ATP luminescence, 45 min; further: potency means the concentration at half of the fitted maximal effect; on the % scale 0 is the no-effect control and ±100 the full control effect; nearly all actives have a fitted effect of over 50% in size
#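 Assay buffer: 50 mM TEA pH 7.2, 100 mM KCl, 10 mM MgCl2, 0.05% BSA, 0.01% Tween-20. Pyruvate kinase from T. brucei plus substrate met compound, then ADP (130 uM final). Luminescence was read post 45 min RT.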
# Shiga toxin inh = A qHTS for Small Molecule Inhibitors of Shiga Toxin | AID 2315, 2010 | inhibition, % at 38.7 µM | hit rate 9.2% among 290,000 | Vero cells, Shiga toxin protein synthesis inhibition reporter; in the data active means inhibition mostly above about 28%, no sharp cut-off; inactive means mostly below about 43%; further: 0% is about no effect
# Cycloheximide cs = Cycloheximide Counterscreen for Small Molecule Inhibitors of Shiga Toxin | max response, % | cell reporter, cycloheximide protein synthesis inhibition counterscreen | hit rate 12% among 300,000; in the data active means max response mostly above about 13%, no sharp cut-off; inactive means mostly below about 14%; further: read at 38.3 µM for the half of the compounds with a filed dose; 0% is about no effect
# Pf growth 48h = Primary qHTS for delayed death inhibitors of the malarial parasite plastid, 48 hour incubation | P. falciparum luciferase growth in erythrocytes, 48 h | AID 504832, 2011 | hit rate 5.9% among 310,000 | Potency, µM (series often up to 28.7 µM), without a hit: at the highest dose activity change, negative = inhibition, most hits filed as inhibitors; further: potency means the concentration at half of the fitted maximal effect; on the % scale 0 is the no-effect control and ±100 the full control effect
#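 Compounds are pin-transferred into medium, infected erythrocytes (2% hematocrit, 0.1% parasitemia final) are added, and plates sit one parasite generation at 37 C in 5% CO2. Detection reagent is then added and luminescence measured.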
# AmpC no deterg = qHTS Inhibitors of AmpC Beta-Lactamase (assay without detergent); AmpC nitrocefin hydrolysis, absorbance 480 nm, 0.0001% Triton; Potency, µM (series often up to 57.1 µM), for inactives: at the top dose activity change, negative = inhibition, most hits filed as inhibitors; hit rate 0.52% among 330,000;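 further: potency means the concentration at half of the fitted maximal effect; plate controls were no compound for no effect and no enzyme for full effect; nearly all actives have a fitted effect of over 20% in size; some results filed as inactive show a strong effect at the top dose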
# Target sequence (P00811 whole entry, looked up): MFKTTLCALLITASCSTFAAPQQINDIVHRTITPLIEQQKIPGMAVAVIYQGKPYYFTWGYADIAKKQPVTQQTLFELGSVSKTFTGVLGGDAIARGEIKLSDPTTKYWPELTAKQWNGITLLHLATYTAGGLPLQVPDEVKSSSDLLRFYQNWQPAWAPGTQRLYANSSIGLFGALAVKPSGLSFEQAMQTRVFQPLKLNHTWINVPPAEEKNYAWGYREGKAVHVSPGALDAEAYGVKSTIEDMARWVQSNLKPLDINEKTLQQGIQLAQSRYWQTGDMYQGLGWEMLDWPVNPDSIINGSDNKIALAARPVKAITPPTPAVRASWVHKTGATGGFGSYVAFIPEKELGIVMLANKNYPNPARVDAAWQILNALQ
#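 20 mM phosphate pH 7.0 + 0.01% (detergent screen) or 0.0001% Triton X-100; 5.3 nM AmpC reagent; cpd preinc 15 min RT; nitrocefin (800 uM stock) to start; A480 q20 s × 4 min; Activity was normalised to no-enzyme and no-compound control wells.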
# Numbers without * were called inactive; u = inconclusive; x = no result given; [ ] = another dose, or the depositor's remark. Unless noted, the call rests on the fitted dose curve; in most records, active means well fitted curve in the direction sought with a large enough effect; inconclusive means small, poorly fitted or top-dose-only effect, or another doubt; inactive means no such curve, though single readings can be large; an effect the other way counts as inactive or inconclusive.
Structure	Pf growth 96h	LmPK inhibitor	TbPYK inhibitor	Shiga toxin inh	Cycloheximide cs	Pf growth 48h	AmpC no deterg
COc1ccc(/C=C/C(=O)OC2CCCN(C)C2)cc1 (stereo not drawn)	u	1%	2%	48*	26*	17%	-10%
CCCCC(=O)Nc1cc(C)c(NC(=O)c2ccco2)cn1	u	-3%	4%	-5	16	7%	-15%
Cc1ccccc1C(=O)c1cccn1CC(=O)O	u	0%	-9%	-16	14	15%	-4%
OCCC1CN(Cc2ccncc2)CCN1C1CCCC1 (stereo not drawn)	-16%	-3%	8%	-5	-1	-3%	-16%
Cc1ccc(S(=O)(=O)N2CCC(=O)N(CCOCc3cccc(C(F)(F)F)c3)CC2)cc1	u	6%	-11%	-17	-3	u	222%[activator]
Cn1nc([N+](=O)[O-])nc1Oc1ccc(C(C)(C)C)cc1	0%	-1%	6%	17	5	u	-16%
CCOC(=O)c1[nH]c2ccc(OC)cc2c1NC(=O)CN1CCN(c2ccccn2)CC1	-19%	4%	x	-4	1	-14%	-16%
CNC(=O)c1c[nH]c2ccc(S(=O)(=O)Nc3cccc(Cl)c3C)cc2c1=O	u	x	-10%	x	x	1%	30%
CC(C)(C)c1ccc(-c2nc(NCc3cccnc3)c3ccccc3n2)cc1	17%	-2%	-2%	76*	51*	u	35%
Brc1ccc(-c2csc(NC3=NCCCCC3)n2)cc1	13µM*	0%	-13%	36	24*	57%[activator]	8%
Cc1ccc(C(=O)C(C)N(C(=O)c2ccc(Cl)cc2Cl)N2C(=O)CCCC2=O)cc1 (stereo not drawn)	12µM*	0%	8%	-9	-2	2%	8%
COC(=O)c1c(NC(=O)c2ccc(S(=O)(=O)N3CCOCC3)cc2)sc2c1CCN(C(C)C)C2	u	1%	1%	-17	-1	12µM*	150%[activator]
CC(=O)c1cnc2cc(-c3cccc(Br)c3)nn2c1C	u	8%	0%	91*	39*	130%[activator]	-10%
COC(=O)c1sc(NC(=O)COc2c(C)cccc2C)nc1C	u	-2%	3%	-19	0	21%	2%
CCc1ccc(NC(=O)CCc2nnc3ccc(N4CCC5(CC4)OCCO5)nn23)cc1	u	0%	2%	-6	-2	u	143%[activator]
CCOc1cc(-c2nc(C)c(C(C)=O)n2O)ccc1OCC(=O)Nc1cccc(C)c1	36%[activator]	2%	3%	-14	-2	-12%	167%[activator]
CSC(=NCc1ccco1)NC#N	19%	-2%	-3%	-2	0	1%	-17%
Cc1cc(Cl)ccc1N(CC(=O)NCc1ccc2c(c1)OCO2)S(C)(=O)=O	47%[activator]	-2%	-3%	-3	-3	5%	12%
Cc1c(C(=O)N/N=C/c2ccccc2)sc(=S)n1C	13µM*	0%	9%	-13	-5	33%[activator]	-20%
COc1ccc(N/C(=C(/C(Cl)=C(Cl)Cl)[N+](=O)[O-])n2nnc3ccccc32)cc1OC	15µM*	1%	x	2	4	x	-13%
COc1cnc(SCc2c(Cl)cccc2Cl)nc1Cl	u	4%	-6%	-6	6	0%	-6%
Nc1[nH]ncc1-c1ccc(F)cc1	32%[activator]	0%	2%	-9	7	4%	-6%
S=C(NCc1ccco1)N1CCN(c2ccccn2)CC1	19%	1%	6%	-9	-1	-11%	-3%[2.29 µM]
C=CCOc1c(Br)cc(/C=C2\SC(=Nc3ccccc3)NC2=O)cc1OC	u	6%	4%	-8	4	u	-41%
Cc1ccc(C(=O)Nc2ccccc2C(=O)N2CC3(C)CC2CC(C)(C)C3)cc1 (stereo not drawn)	u	3%	-4%	17	-1	x	15%
CCOC(=O)C(C(=O)Nc1ccc(C)cc1)C1CCCCC1 (stereo not drawn)	2%	2%	-13%	-12	-3	x	-1%
CCc1nnc(NC2=NCCC2)s1	u	0%	3%	13	5	18%	18%
COc1cccc(NC(=O)COc2ccc(N3CC(C(=O)NCC(C)C)CC3=O)cc2)c1 (stereo not drawn)	-1%	7%	-3%	11	-1	-10%	22%
N=c1c(C(=O)NCCN2CCOCC2)cc2c(=O)n3ccccc3nc2n1CCCN1CCOCC1	39%[activator]	-7%	1%	-4	-9	u	-1%
CCC1(CC)C(=O)N(C)C(=O)NC1=NCc1ccccc1	17%	2%	5%	-8	-1	8%	-4%
CC(=O)C1=C(c2ccccc2)NC(=O)NC1c1ccc(O)c(Cl)c1 (stereo not drawn)	u	-2%	2%	-7	-2	7%	-46%
CN(CCOc1ccccc1)CC(O)COc1ccccc1 (stereo not drawn)	29%	5%	4%	-15	2	13%	8%
Cc1cccc(NC(=O)CN2CCCN(S(=O)(=O)c3ccc(Br)s3)CC2)c1	-22%	4%	-23%	13	20	u	22%
Cc1ccccc1NS(=O)(=O)c1cc(C(=O)NCCC2=CCCCC2)ccc1C	u	1%	7%	-18	2	u	10µM*
COc1cccc2c1cc1c(=O)n(CC(=O)NCCCc3ccccc3)nc(C)n12	u	-2%	4%	1	-3	17%	-15%
O=C(c1ccc(Cl)c(S(=O)(=O)N2CCCCCC2)c1)N1CCN(CCO)CC1	x	1%	0%	-47	-2	-16%	38%
Cc1csc2nc(SCC(=O)Nc3ccccc3F)[nH]c(=O)c12	52%[activator]	-11%	1%	-13	1	-5%	-4%
CCC(C)(C)C1CCC2(CC1)NC(=O)N(CC(=O)N(C)CCOc1ccc(Cl)cc1)C2=O (stereo not drawn)	16%	x	2%	x	x	13%	-19%
O=c1[nH]c2ccccc2nc1Cc1ccc(Cl)cc1	4%	3%	-3%	-4	24	5%	-30%
COc1ccc(CN2CCN(C(=O)c3ccc4nc(N5CCOCC5)sc4c3)CC2)c(OC)c1OC	-9%	-8%	0%	-11	9	u	126%[activator]
O=C1NN(c2ccccc2)C(=O)/C1=C/c1coc2ccccc2c1=O	u	-9%	-14%	54*	81*	91%[activator]	-30%
COc1ccc(-c2cc(C(=O)N3CCN(c4ccccn4)CC3)c3ccccc3n2)cc1	x	-7%	0%	75*	43*	70%[activator]	80%[activator]
Cc1cc(N)n2ncc(-c3ccc(F)cc3)c2n1	137%[activator]	-4%	-1%	68*	50*	x	-26%
CCOc1ccc2nc(SCC(=O)c3ccc(C)s3)sc2c1	6%	-5%	-10%	2	1	x	-29%
CNC(=S)N/N=C/c1cc(C)n(-c2ccc(Cl)c(Cl)c2)c1C	9.3µM*	2%	-5%	52	22*	15µM*	-52%
CNc1c(NS(=O)(=O)c2ccc(C3CCCCC3)cc2)c(=O)oc2ccccc12	30%	2%	2%	-3	-2	8%	-10%
Cc1ccc2cc(CN(Cc3ccccc3)Cc3nnnn3C3CCCC3)c(=O)[nH]c2c1	u	4%	-3%	22	3	u	53%
CN(C(=O)CCc1ccccc1)c1nnc(-c2ccncc2)s1	18%	-1%	3%	8	-5	-15%	-8%
CCn1c(=S)[nH]c2cc(C(=O)OC)ccc2c1=O	x	8%	-4%	3	-2	44%[activator]	-15%
Cc1cc(C)c(C#N)c(N2CCN(C(=O)C3COc4ccccc4O3)CC2)n1 (stereo not drawn)	-14%	x	1%	x	x	u	15%

# 4 compounds from above, ordered by count of non-hydrogen atoms, low to high:
Structure	Pf growth 96h	LmPK inhibitor	TbPYK inhibitor	Shiga toxin inh	Cycloheximide cs	Pf growth 48h	AmpC no deterg
CNC(=S)N/N=C/c1cc(C)n(-c2ccc(Cl)c(Cl)c2)c1C	9.3µM*	2%	-5%	52	22*	15µM*	-52%
Cc1csc2nc(SCC(=O)Nc3ccccc3F)[nH]c(=O)c12	52%[activator]	-11%	1%	-13	1	-5%	-4%
COc1cccc2c1cc1c(=O)n(CC(=O)NCCCc3ccccc3)nc(C)n12	u	-2%	4%	1	-3	17%	-15%
COc1ccc(-c2cc(C(=O)N3CCN(c4ccccn4)CC3)c3ccccc3n2)cc1	x	-7%	0%	75*	43*	70%[activator]	80%[activator]

# (cont.)
Structure	Pf growth 96h	LmPK inhibitor	TbPYK inhibitor	Shiga toxin inh	Cycloheximide cs	Pf growth 48h	AmpC no deterg
COc1ccc(NS(=O)(=O)c2ccc3c(c2)Cc2ccccc2-3)cn1	56%[activator]	13%	-1%	-13	7	25%	-26%
O=S(=O)(c1cccc(C(F)(F)F)c1)N1CCC(c2nc3ccccc3[nH]2)CC1	-21%	-7%	8%	-6	-8	u	-17%
O=C(NCc1ccco1)c1ccc2ccccc2c1	84%[activator]	-10%	2%	79*	36*	36%[activator]	-15%
CCn1cc(C(=O)NC2CCC(C)CC2)c(=O)c2cc(S(=O)(=O)N3CCCCC3)ccc21 (stereo not drawn)	5%	2%	x	24	27	x	104%[activator]
COC(=O)COc1ccsc1C(=O)OC	99%	-1%	-4%	-19	-1	33%[activator]	-12%
Cc1cc(O)c(C(=O)/C=C/c2ccccc2Br)c(=O)o1	-16%	-1%	4%	x	20*	u	13µM*
N#CC[C@H](Cc1ccccc1)N1CCN(Cc2ccccc2)CCC1=O	33%[activator]	1%	-5%	-6	-2	0%	24%
O=C(CN1CCN(Cc2ccc3c(c2)OCO3)CC1)Nc1ccc(N2CCOCC2)cc1	6%	1%	-1%	5	10	1%	14%
COc1cc2cc(C(=O)N(C)Cc3ccccc3)[nH]c2cc1OC	21%	-1%	8%	5	-4	0%	-18%
COC(=O)/C=C1\SC(=NC(=O)c2cccc(Cl)c2)NC1=O	-13%	-1%	-7%	-20	-6	2%	-51%
Cc1ccc(C)c(N/C(N)=N/c2nc(C)cc(C)n2)c1	u	1%	0%	11	5	12µM*	-22%
c1ccc(CN2CCN(C(c3ccccc3)c3nnnn3Cc3ccccc3)CC2)cc1 (stereo not drawn)	32%	2%	4%	-4	-1	u	40%
COc1cc(C(C[N+](=O)[O-])c2c(C)[nH]c3ccccc23)ccc1O (stereo not drawn)	u	-1%	-9%	-10	-8	-12%	-33%
CN(c1ccc(C(=O)N2CCCCC2)cc1)S(=O)(=O)c1ccccc1	u	1%	-1%	9	-2	12%	-3%
COc1cccc(CSc2nnc(CSc3nc4nc(C)cc(C)n4n3)s2)c1	u	3%	1%	7	7	x	120%[activator]
C=CCn1c2ccccc2c(=O)c2cc(C#Cc3ccccn3)ccc21	2.1µM*	x	-2%	x	x	u	31%
O=C(N/N=C/c1ccc(C(F)(F)F)cc1)c1ccc(O)cc1	21%	-11%	1%	44*	32*	13%	-21%
CCC(=O)C1CCCN(C(=O)c2ccc(OC)c(OC3CCN(C(C)=O)CC3)c2)C1 (stereo not drawn)	-28%	-1%	-1%	9	-2	10%	-3%
CN1c2ccccc2C(C)(C)C12CC(c1cccc(S(=O)(=O)N3CCCC3)c1)=NO2 (stereo not drawn)	u	3%	6%	-1	-3	10µM*	-7%
CC(=O)Nc1cccc(Oc2ncnc3scc(-c4ccc(C)cc4)c23)c1	u	3%	-3%	-9	-6	15%	175%[activator]
